# Compound activity deposited in PubChem by Broad Institute.
# SR-BI DiI-HDL act = activators of SR-BI mediated DiI-HDL uptake, primary screen, ldlA[mSR-BI] CHO cells, DiI fluorescence. 3 h; 100 = double the neutral-control signal. activation, % at 12.5 µM. hit rate 0.096% among 320,000. AID 504775, 2011;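 active = mean replicate activation of at least 60% and every replicate at or above 60%; inconclusive = mean or all-replicate condition met, but not both; inactive = mean below 60% and not all replicates reaching 60%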;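 also: 0% = median plate neutral-control signal and 100% = twice that signal; values of inactives mirror those of a sister screen read the other way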
#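 Material – SR-BI-overexpressing, LDLR-lacking CHO cells · Medium – BSA-supplemented, HEPES-buffered Ham's F12, pH 7.4 · Doses – single concentration · Times – compound with DiI-HDL co-incubation, 3 h at 37 °C · Measured by – bottom-read fluorescence, 550/595 nm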
# CAL PDZ FP-1 = untagged CAL PDZ binding inhibitors, primary screen, biochemical, fluorescence polarization, HTS | inhibition, % at 24.9 µM | purified CAL PDZ, TMR-peptide fluorescence polarization, 1 h | hit rate 0.92% among 300,000 | Golgi-associated PDZ and coiled-coil motif-containing protein (Homo sapiens), Q9HD26 | AID 602252, 2012;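 active = mean inhibition of at least 30% with at least half of replicates also reaching 30%; inconclusive = no clear call, values can overlap the other calls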;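 also: 0% = DMSO neutral control and 100% = excess unlabeled competitor peptide PRC23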
# NSD2 HMT inh = NSD2 histone methyltransferase inhibitors, primary screen, biochemical, AlphaScreen, single concentration, set 2; Histone-lysine N-methyltransferase NSD2 (Homo sapiens), O96028; NSD2 peptide methylation, 120 min; inhibition, % at 12.5 µM; hit rate 0.54% among 310,000; AID 743445, 2014; in the data active = inhibition above about 50%
# MITF TRPM1 HTS = activators of MITF-driven TRPM1 promoter reporter, primary screen, cell-based, SK-MEL-5, luciferase, single point. hit rate 0.75% among 300,000. SK-MEL-5 TRPM1-promoter luciferase, 24 h; % of positive control, neutral wells = 0. activation, % at 12.5 µM;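 active = mean activation of at least 80% with every replicate also reaching 80%; inconclusive = mean reaches 80% but some replicate falls short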;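 also: 0% = neutral control wells and 100% = parthenolide positive control wells; values of inactives mirror those of a sister screen read the other way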
# SR-BI DiI inh = inhibitors of SR-BI mediated HDL lipid uptake, primary screen, ldlA[mSR-BI] cells, fluorescence, single point | ldlA[mSR-BI] CHO cells, DiI-HDL uptake fluorescence, 3 h | hit rate 0.96% among 320,000 | inhibition, % at 12.5 µM | Scavenger receptor class B member 1 (Mus musculus), Q61009 | AID 488896, 2010;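 active = mean replicate inhibition of at least 70% and a set share of replicates each scoring 70 or more; inconclusive = meets just one of the two criteria; inactive = fails both criteria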;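 also: 0% = median of neutral control wells and 100% = median of positive control wells; values of inactives mirror those of a sister screen read the other way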
# Target sequence (Q61009 whole entry, looked up): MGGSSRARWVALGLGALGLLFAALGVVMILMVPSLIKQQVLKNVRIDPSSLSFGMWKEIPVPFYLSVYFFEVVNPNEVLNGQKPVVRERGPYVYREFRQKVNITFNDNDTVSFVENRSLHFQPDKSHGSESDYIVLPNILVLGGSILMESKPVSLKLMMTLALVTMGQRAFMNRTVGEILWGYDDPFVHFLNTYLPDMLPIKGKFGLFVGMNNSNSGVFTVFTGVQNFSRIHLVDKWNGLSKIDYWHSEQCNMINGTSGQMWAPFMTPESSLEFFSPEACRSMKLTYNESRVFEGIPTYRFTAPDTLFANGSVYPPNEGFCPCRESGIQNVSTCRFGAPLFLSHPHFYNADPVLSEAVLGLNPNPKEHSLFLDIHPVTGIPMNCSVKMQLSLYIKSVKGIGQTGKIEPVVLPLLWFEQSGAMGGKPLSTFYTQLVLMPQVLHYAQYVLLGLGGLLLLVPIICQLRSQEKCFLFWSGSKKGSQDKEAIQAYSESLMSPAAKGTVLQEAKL
# dFosB activator = activators of delta FosB homodimer, primary screen, biochemical, fluorescence polarization, TAMRA-CDK5 oligo, single point | activation, % at 25 µM | hit rate 0.99% among 340,000 | purified delta FosB; percent of positive-control signal above neutral wells | AID 493131, 2011 | Protein FosB (Mus musculus), P13346;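 active = mean activation above about 17%, with every replicate also reaching it, limit read from the data, passing the limit was not always enough; inconclusive = only one of the two conditions met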;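 also: fluorescence polarization rise as delta FosB binds a TAMRA Cdk5 AP-1 oligo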
# Target sequence (P13346 whole entry, looked up): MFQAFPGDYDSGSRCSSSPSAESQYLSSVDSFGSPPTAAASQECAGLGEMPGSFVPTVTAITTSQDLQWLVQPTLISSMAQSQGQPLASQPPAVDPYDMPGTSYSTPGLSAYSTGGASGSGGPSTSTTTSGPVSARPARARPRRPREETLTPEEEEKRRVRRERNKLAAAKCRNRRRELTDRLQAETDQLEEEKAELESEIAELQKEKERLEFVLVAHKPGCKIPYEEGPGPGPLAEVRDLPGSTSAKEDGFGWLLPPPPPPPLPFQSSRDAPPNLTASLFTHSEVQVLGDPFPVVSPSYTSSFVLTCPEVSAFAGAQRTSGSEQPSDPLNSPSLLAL
# Rtt109 Vps75 = inhibitors of C. albicans Rtt109/Vps75 HAT, primary screen, biochemical, ThioGlo CoA-SH fluorescence, plate reader; Histone acetyltransferase RTT109 (Candida albicans (strain SC5314 / ATCC MYA-2876)), …; purified Rtt109/Vps75, 4 h; inhibition, % at 34.9 µM; hit rate 0.16% among 330,000; AID 540336, 2011;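 active = inhibition of at least 50% in every replicate; inconclusive = best replicate reaches 50% inhibition but some replicates fall short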
# CAL PDZ FP-2 = CAL PDZ peptide-binding inhibitors, primary screen, biochemical, fluorescence polarization, Cer-tagged CAL PDZ, HTS; Golgi-associated PDZ and coiled-coil motif-containing protein (Homo sapiens), Q9HD26; purified CAL PDZ, TMR-peptide fluorescence polarization, 1 h; inhibition, % at 20 µM; hit rate 0.02% among 330,000; AID 504414, 2011;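 active = highest replicate inhibition of at least 40%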;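 also: plate controls were DMSO neutral control wells for no effect and unlabeled competitor peptide control wells for full effect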
#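 Control set: unlabelled peptide and DMSO controls / Material: purified CerCALP PDZ construct / Timing: 1 h incubation at room temperature before polarization reading / Doses: 20 µM, one dose / Detection: fluorescence polarization (mP)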
# PvdQ acylase = P. aeruginosa PvdQ acylase inhibitors, primary screen, biochemical, fluorescence, plate reader and imaging, single point; PvdQ acylase [Pseudomonas aeruginosa LESB58]; purified PvdQ acylase; inhibition, % at 10 µM; hit rate 0.063% among 340,000; AID 488965, 2010; in the data active = inhibition above about 30%, passing the limit was not always enough; inconclusive = no clear call, values can overlap the other calls;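 also: 0% = vehicle neutral wells and 100% = reference inhibitor wells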
# PfHsp90 yeast 2 = growth inhibition of PfHsp90-expressing yeast, primary screen, antimalarial PfHsp90 inhibitor project, S. cerevisiae, BacTiter-Glo luminescence, single point, set 2; inhibition, % at 9.4 µM; hit rate 0.32% among 310,000; BacTiter-Glo ATP, 48 h; yeast lacking PDR1 and PDR3 efflux regulators;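 active = every replicate shows inhibition above about 80%, whatever the replicate mean, limit read from the data; inconclusive = mean inhibition reaches the set limit but some replicate falls short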;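 also: 0% = DMSO neutral controls and 100% = 20 µM radicicol positive controls; yeast relying on Plasmodium falciparum Hsp90 in place of its own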
# Numbers without * were called inactive; ? = inconclusive; . = no result given; & = joins results of further samples.
SMILES,SR-BI DiI-HDL act,CAL PDZ FP-1,NSD2 HMT inh,MITF TRPM1 HTS,SR-BI DiI inh,dFosB activator,Rtt109 Vps75,CAL PDZ FP-2,PvdQ acylase,PfHsp90 yeast 2
CCNC(=O)CC1SC(=Nc2cccc3ccccc23)N(C)C1=O (stereo unspecified),-30,-1,0,-10,30,-6,.,-1.6,7,2
CCOC(=O)c1ccc(-c2ccc(C=O)o2)cc1,19,64*,35,58,-19,-8,3,-1.1,?,1
Cc1[nH]c2ccccc2c1CCNS(=O)(=O)c1ccc(S(N)(=O)=O)cc1,10,.,10,-9,-10,1,-1,-0.9,-8,-2
C=C(C)c1cccc(C(C)(C)NC(=O)NCc2ccncc2)c1,15,-1,-3,1,-15,-10,-7,-2.3,-19,.
CCC(SC1=N/C(=C/c2ccccc2OC)C(=O)N1c1ccccc1)C(=O)Nc1cc(C)on1 (stereo unspecified),-8,-5,-3,7,8,-4,5,.,10,4
COc1ccc(CCN2CC(C(=O)N(C)CCOc3ccccc3)CCC2=O)cc1 (stereo unspecified),12,0,-2,0,-12,1,5,-1.0,5,8
S=c1[nH]nc(-c2ccccc2)n1CC1CCCO1 (stereo unspecified),9,.,1,-7,-9,-13,-4,-2.2,0,3
COc1ccc(S(=O)(=O)Nc2nccs2)cc1OC,7,53*,-1,-1,-7,4,2,-6.6,-7,-6
CN(C(=O)COC(=O)c1ccccc1NCCO)C1CCS(=O)(=O)C1 (stereo unspecified),18,-2,0,-3,-18,0,-44,-1.5,-4,.
CCOC(=O)c1c(NC(=O)COC(=O)/C=C/c2ccco2)sc2c1CC(C)(C)NC2(C)C,-12,6,2,-8,12,16,3,-2.1,10,5
Cc1nc(SCc2ccccc2)c2ccsc2n1,-4,-3,19,-6,4,-4,-4,0.8,-5,-25
COc1ccc(CC(=O)Nc2cccnc2)cc1,20,-4,-2,-1,-20,1,.,-0.6,7,-11
Cc1cc(/C=N/O)c(C)n1-c1ccc(Br)cc1,-9,3,1,-12,9,-8,-1,-1.6,-7,-1
COc1ccc(S(=O)(=O)N(C)C[C@H]2Oc3c(NC(=O)Nc4ccc(C(F)(F)F)cc4)cccc3C(=O)N([C@H](C)CO)C[C@@H]2C)cc1,49,-3,.,-6,-49,66*,4,-1.4,-8,15
COC(=O)C1CN(C(=O)C(C)Oc2ccccc2F)c2ccccc2O1 (stereo unspecified),0,0,-1,-17,0,10,-5,-1.4,-9,12
COC(=O)[C@@H](CC(C)C)N(Cc1ccccc1)S(=O)(=O)N(Cc1ccccc1)[C@@H](CC(C)C)C(=O)OC,5,-1,.,-10,-5,4,-4,-1.7,13,-5
CCN(CC)C(=O)c1sc(NC(=S)N2CCN(C(=O)C3CCCO3)CC2)c(C(=O)OC)c1C (stereo unspecified),-28,-4,0,-9,28,-4,7,-0.2,-4,10
Cc1c(C)n(C)c2ccc(C(=O)N3CCN(c4ccccn4)CC3)cc12,-18,.,6,0,18,7,-1,-0.5,-6,-26
CCOCCCn1c(C)nc2c(c1=O)c1nc3ccccc3nc1n2CCC1=CCCCC1,-10,0,34,4,10,-18,-23,-1.0,-9,0
COc1ccc(C)cc1S(=O)(=O)N(C)CC(=O)NCc1ccco1,-10,-4,0,13,10,-1,9,0.3,8,1
Cc1ccc(-c2cc(C(=O)N3CCN(c4ccccc4O)CC3)c3ccccc3n2)o1,.,2,-2,?,46,-4,-29,-2.7,-19,22
Cc1cccc(-n2c(O)c(C=Nc3ccc(O)cc3)c3ccccc3c2=O)n1,4,-2,4,18,-4,-21,-2,0.5,18,28
O=C(c1ccc(Cl)cc1)C(CN1CCCCC1)c1ccccc1 (stereo unspecified),11,.,3,-1,-11,-3,-2,-2.2,-16,-48
O=C(c1cccnc1)N1CCCc2ccccc21,9,-4,-1,9,-9,-6,-34,-2.0,-12,.
Cn1nc(C(=O)Nc2cc(Cl)ccc2N2CCCC2)c2ccccc2c1=O,-93,.,-1,1,93*,12,17,-2.1,2,-12
CC(=O)c1sc(NC(=O)CCOc2ccccc2)nc1C,9,-1,3,3,-9,-6,-12,-3.1,-14,6
Cc1c(C(=O)OCC(=O)NCC2CCCO2)cccc1[N+](=O)[O-] (stereo unspecified),29,5,0,-11,-29,-4,-8,-1.0,3,-4
O=c1ccc(C(F)(F)F)cn1Cc1cc(=O)n2cc(Br)ccc2n1,11,-3,22,-2,-11,-12,.,-0.3,-7,-9
Cn1c(=O)c2c(SCC(=O)Nc3ccc4c(c3)OCCO4)nc(CC(C)(C)C)nc2n(C)c1=O,-46,.,.,-6,46,-10,0,-1.8,-7,-34
COc1ccc(N(CC(=O)NCCSc2ccccc2)S(C)(=O)=O)cc1,21,-2,-8,1,-21,-8,-7,-1.3,-8,-17
CCOc1ccc(C(=O)Nn2cnnc2)cc1,27,-2,-3,2,-27,-1,-3,-2.4,-11,15
O=C(CCCn1cc([N+](=O)[O-])cn1)Nc1ccc2c(c1)OCO2,.,-2,-1,-6,.,-3,-3,-2.2,-6,25
COc1ccc(Cl)cc1NC(=O)c1oc(C)nc1C,-10,-15,5,-15,10,-7,-2,-3.2,-12,-15
CCN(CC)S(=O)(=O)c1ccc(N=Cc2c(C)c(C#N)c(=O)n(C)c2O)cc1,-5,0,0,14,5,-4,1,-2.0,-6,-23
CN1C[C@@H]2[C@@H]3C(=O)N(Cc4ccccc4)C(=O)[C@@H]3[C@](Cc3ccccc3)(C1=O)N2C(=O)c1ccc(Cl)c(Cl)c1,19,-1,.,-3,-19,-14,14,-0.5,-10,3
CSCCC(NC(=O)c1ccccc1Cl)C(=O)N1CCN(c2ccccn2)CC1 (stereo unspecified),21,-3,2,-2,-21,-5,-12,-2.2,-13,2
COc1ccc(NC(=O)c2cc(Cl)ccc2NC(=O)c2ccco2)c(OC)c1,-74,-4,2,.,74*,13,-5,-0.1,-14,-45
Cc1nc2ccccc2c2c1C(=O)N(c1cccc(C(=O)O)c1)C2=O,-4,-2,0,7,4,5,2,-2.4,-10,-16
Cc1ccc(C2=NOC(C)(c3sc(-c4ccc(Cl)cc4)nc3C)C2)cc1 (stereo unspecified),22,-2,.,48,-22,1,-2,-0.8,2,0
COc1ccccc1[C@@H]1C(c2ccccc2)=NN(c2ccc(Br)cc2)[C@H]1C(=O)N1CCOC1=O,-18,1,.,-5,18,-6,0,0.9,-6,-16
CSc1cc(C)n(-c2ccccc2C)c(=S)c1C(C)=O,3,-3,1,-1,-3,2,-5,-2.6,-13,6
COc1ccc2ccccc2c1/C=N/NC(=S)NCCN1CCOCC1,-20,-5,1,2,20,-4,4,-1.0,-2,16
O=C(Nc1cccnc1)c1cc(Br)c(Br)s1,12,-3,1,25,-12,-7,2,-3.6,-13,3
c1ccc2c(c1)c1c(c3ccccc32)CN2CCCC2C1 (stereo unspecified),-12,-1,.,-8,12,-24,3,-3.1,-2,-2
O=C(O)c1cccc(-c2ccc(/C=N/Nc3nn[nH]n3)o2)c1,18,.,8,4,-18,-3,9,-0.1,5,1
CCCCSc1nnc(-c2ccc(NC(C)=O)cc2)n1C,10,-7,-1,4,-10,-1,-10,-0.6,-7,13
CCOC(=O)COc1ccc2c(c1)c(C(=O)OCC)c(C)n2CC,-16,-4,-2,-9,16,-3,9,-0.8,2,6
CN1CCN(c2nc(Nc3ccc(O)cc3)nc3ccccc23)CC1,-7,0,21,20,7,11,11,0.6,9,-13
CCCC(C)c1nnc(NC(=O)CN2C(=O)c3ccccc3C2=O)s1 (stereo unspecified),-4,-1,-2,-7,4,4,0,0.4,-13,-42
Cn1c2ccccc2c2nnc(SCC(=O)Nc3cccc(O)c3)nc21,-15,0,0,.,15,-10,10,-4.4,10,-3
O=C(COC(=O)c1ccc(Cl)nc1)NC1CCCCCC1,7,-1,0,3,-7,1,11,-0.1,9,25
CN(C(=O)COc1cccc(C#N)c1)C1CCS(=O)(=O)C1 (stereo unspecified),4,.,3,-1,-4,4,-3,0.4,5,32
COc1cccc(C(=O)NCc2ccc3[nH]c(C)cc3c2)c1,-15,.,0,-5,15,-14,0,-1.0,-10,13
Cc1ccc([N+](=O)[O-])cc1NC(=O)CN1CCCCC1,-4,4,-1,-6,4,0,12,-1.2,10,3
COc1cccc(C2Nc3ccccc3C(=O)N2Cc2ccccc2)c1 (stereo unspecified),18,.,0,.,-18,-8,-3,-0.3,-17,-5
CCCc1cc(C(=O)N2CCCC(Nc3ccc(C)c(C)c3)C2)n(C)n1 (stereo unspecified),0,0,-1,-3,0,4,1,1.4,7,3
O=C(Nc1ccccc1C(F)(F)F)C1CC(=O)N(c2ccccc2F)C1 (stereo unspecified),25,-3,1,4,-25,-2,-7,-1.4,-10,.
COCc1nnc(NC(=O)c2ccc(Cl)cc2[N+](=O)[O-])s1,-15,-3,-2,-1,15,-2,-2,-0.4,5,8
COc1ccccc1-c1ccc(SCc2ccccc2)nn1,-5,-6,-2,52,5,-6,-1,-1.8,-6,.
Cc1cc(C)cc(N(C(=O)c2csnn2)C(C(=O)NC2CCCCC2)c2cccnc2)c1 (stereo unspecified),.,-5,-11,0,.,-13,4,-4.0,-21,12
Cc1c(OCC(F)(F)F)ccnc1CS(=O)c1nc2ccccc2[nH]1 (stereo unspecified),-18&-10,-2,.,44,18&10,2,0&5,-1.9,-11&0,-19
